Bioassay records deposited in PubChem by several laboratories.
Tat transport = E. coli Tat export inhibitors, primary screen, MC4100, TorA-mCherry reporter, fluorescence, single point; inhibition, % at 10 µM; actives 0.036% (n = 340,000);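 active = mean replicate inhibition at least 50% and at least half of replicates individually reaching 50%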;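 also: exported cargo escapes ClpAP degradation while cytoplasmic cargo is degraded and loses fluorescence; 0% = median of neutral control wells and 100% = median of NaSCN control wells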
SUMO Mot1 rescue = yeast Mot1-301 growth rescue at high temperature, primary screen, SUMOylation pathway inhibitor project, S. cerevisiae, ATP luminescence, 38.5C | actives 1% (n = 320,000) | AID 2716, 2010 | growth rescue, % at 18.8 µM | S. cerevisiae Mot1-301 growth rescue; percent above DMSO median, 100 means doubled;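 active = every valid replicate shows activation above 250% relative to neutral control wells; inactive = the rest, any valid replicate at or below 250%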;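 also: OY570 slx delta 5 strain wells were the positive control but not used for scaling; some compounds called inactive have numbers as strong as hits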
phage Ecoli inh = growth loss of phage-infected E. coli, primary screen, RecBCD inhibitor project, absorbance, with phage, HTS. inhibition, % at 11.9 µM. actives 0.26% (n = 360,000); in the data active = inhibition above about 11%
PKA-R1A act = activators of PKA-R1A holoenzyme, primary screen, biochemical, fluorescence polarization, Cy5-IP20, bovine R1A, mouse PKAc | activation, % at 11.4 µM | AID 504707, 2011 | PKA-R1A dissociation; scaled: DMSO 0%, 113 µM cGMP 100% | actives 0.083% (n = 340,000) | cAMP-dependent protein kinase type I-alpha regulatory subunit (Bos taurus) + …;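 active = percent activation above the mean of all tested compounds plus 3 SD, cut at about 19% in these data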;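 also: higher means more PKAc released from R1A so a rise in polarization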
OPRM1-OPRD1 ag = agonists of OPRM1-OPRD1 heterodimerization, primary screen, cell-based, luminescence. cells. actives 0.3% (n = 340,000). activation, % at 9.3 µM. Mu-type opioid receptor (Homo sapiens) + Delta-type opioid receptor (Homo sapiens), …; in the data active = activation above about 18%;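 also: 0% = vehicle-treated cells and 100% = reference agonist; values of inactives mirror those of a sister screen read the other way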
AddAB inh = growth inhibition of E. coli expressing H. pylori AddAB, primary screen, AddAB inhibitor project, absorbance; actives 0.29% (n = 330,000); inhibition, % at 11.9 µM; AID 435030, 2010; in the data active = inhibition above about 12%;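 also: 0% = vehicle wells of infected cells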
E coli growth = E. coli V3065 growth inhibition, primary screen, counter-screen for AddAB inhibitor project, absorbance, OD600; 18 h; inhibition, % at 11.9 µM; actives 0.27% (n = 330,000); AID 449728, 2010;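 active = inhibition above the campaign's mean inhibition across all tested compounds plus 3 SD, cut at about 9.9% in these data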;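 also: uninfected addAB+ strain grown without phage in ampicillin broth; 0% = DMSO wells and 100% = ciprofloxacin 0.95 µg/ml wells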
MOR-DOR inv ag = inverse agonists of MOR-DOR heterodimerization, primary screen, cell-based, luminescence. Mu-type opioid receptor (Homo sapiens) + Delta-type opioid receptor (Homo sapiens), …. cell-based MOR-DOR heterodimer luminescence, inverse agonism. actives 0.21% (n = 340,000). inhibition, % at 9.3 µM; in the data active = inhibition above about 22%, passing the limit was not always enough;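 also: 0% = cells with DMSO and 100% = wells without cells with DMSO; values of inactives mirror those of a sister screen read the other way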
PfHsp90 set2 = growth inhibition of PfHsp90-expressing yeast, primary screen, antimalarial PfHsp90 inhibitor project, S. cerevisiae, BacTiter-Glo luminescence, single point, set 2. BacTiter-Glo ATP, 48 h; yeast lacking PDR1 and PDR3 efflux regulators. inhibition, % at 9.4 µM. actives 0.32% (n = 310,000). AID 504621, 2011;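 active = every replicate shows inhibition above about 80%, whatever the replicate mean, limit read from the data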;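 also: 0% = DMSO neutral controls and 100% = 20 µM radicicol positive controls; yeast relying on Plasmodium falciparum Hsp90 in place of its own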
Arrestin-AP2 inh = inhibitors of beta-arrestin/AP2 binding, primary screen, biochemical, GPCR trafficking, flow cytometry; FITC-arrestin peptide / GST-AP2 beads; AP2 beta2 appendage carries R879A mutation; inhibition, % at 10 µM; actives 0.31% (n = 340,000); AID 504490, 2011;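 active = inhibition above a set limit, near 3 SD of compounds lacking own fluorescence, cut at about 54% in these data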;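 also: plate controls were DMSO wells for no effect and 5 µM unlabelled arrestin peptide for full effect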
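System: GST-AP2 R879A glutathione beads. Medium: PBS with 0.05% Tween 20 and 0.1% BSA. Also added: FITC-arrestin peptide, 50 nM. Incubation: 12 min plus 1 h, RT. Measured by: high-throughput flow cytometry of beads, ex 488, em 535 nm. Evaluation: percent drop in bead-associated FITC signal.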
Pemphigus Ab inh = inhibitors of pemphigus antibody binding to DSG3, primary screen, biochemical, bead-based, flow cytometry, scFv-GFP; binding (percent of control), % at 10 µM; DSG3-coupled beads, scFv-anti-DSG3-GFP binding; active compounds read low; actives 0.48% (n = 310,000); Desmoglein-3 (Homo sapiens), P32926;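 active = binding more than 3 SD below its plate's average and above zero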;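 also: hits lower antibody fragment binding to DSG3; some compounds called inactive have numbers as strong as hits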
Target sequence (P32926 whole entry, looked up, the tested form may be a part): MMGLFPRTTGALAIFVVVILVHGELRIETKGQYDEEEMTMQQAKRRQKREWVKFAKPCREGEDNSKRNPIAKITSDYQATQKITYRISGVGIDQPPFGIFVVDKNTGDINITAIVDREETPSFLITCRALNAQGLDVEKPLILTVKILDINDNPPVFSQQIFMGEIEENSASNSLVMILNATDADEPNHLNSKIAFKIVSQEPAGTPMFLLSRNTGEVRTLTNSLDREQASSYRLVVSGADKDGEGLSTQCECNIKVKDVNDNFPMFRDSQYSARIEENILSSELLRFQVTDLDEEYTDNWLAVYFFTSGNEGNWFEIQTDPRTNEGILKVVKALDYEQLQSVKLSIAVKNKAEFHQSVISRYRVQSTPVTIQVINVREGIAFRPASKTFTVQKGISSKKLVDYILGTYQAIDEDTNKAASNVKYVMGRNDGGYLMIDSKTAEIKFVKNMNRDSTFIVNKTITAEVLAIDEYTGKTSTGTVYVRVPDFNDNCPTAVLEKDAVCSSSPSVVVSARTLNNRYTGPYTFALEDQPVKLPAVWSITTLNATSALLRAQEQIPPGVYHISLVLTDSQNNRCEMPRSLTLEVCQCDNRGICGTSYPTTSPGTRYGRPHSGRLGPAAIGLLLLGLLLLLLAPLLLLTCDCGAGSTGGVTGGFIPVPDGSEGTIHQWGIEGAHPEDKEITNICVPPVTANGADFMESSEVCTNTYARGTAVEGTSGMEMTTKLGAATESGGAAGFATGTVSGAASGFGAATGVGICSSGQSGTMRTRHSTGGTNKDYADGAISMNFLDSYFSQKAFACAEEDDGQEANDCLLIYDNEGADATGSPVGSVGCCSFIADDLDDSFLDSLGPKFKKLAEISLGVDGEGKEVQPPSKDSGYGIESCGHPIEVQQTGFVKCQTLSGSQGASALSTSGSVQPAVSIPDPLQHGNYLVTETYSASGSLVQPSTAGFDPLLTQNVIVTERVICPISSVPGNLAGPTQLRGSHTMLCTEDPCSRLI
* marks the source's active call; other numbers are inactive results; x = no result given.

SMILES	Tat transport	SUMO Mot1 rescue	phage Ecoli inh	PKA-R1A act	OPRM1-OPRD1 ag	AddAB inh	E coli growth	MOR-DOR inv ag	PfHsp90 set2	Arrestin-AP2 inh	Pemphigus Ab inh
COc1ccc(-c2nnn(CC(=O)Nc3ccc4c(c3)OCCO4)n2)cc1OC	-3	19	x	-19	-4.8	2.4	-0.7	19	-31	60*	x
CC1(C)CC(=O)C2=C(C1)c1c(ccc3ccccc13)NC2c1ccc(C(=O)O)cc1 (centres undefined)	-6	465	1.5	-1	-2.1	-2.7	-0.6	11	6	34	97
O=C(NNC(=O)C1CC(c2cccnc2)=NO1)Nc1ccccc1F (centres undefined)	-17	8	1.4	2	-2.9	2.2	-0.6	16	-3	35	99
CCCCn1ccc(=O)c2c(C(F)(F)F)nccc21	-4	-8	2.1	-11	-4.3	2.4	0.0	18	11	-4	111
COC(=O)COc1ccc(NC(=O)c2ccco2)cc1	2	-24	-1.9	5	-2.0	0.5	0.2	11	-77	1	96
COc1cccc(NC(=O)N2CCCC2C(=O)Nc2ccc3c(c2)OCCO3)c1 (centres undefined)	-1	-14	1.8	-4	-2.3	0.3	1.5	12	-5	23	92
CC(C)C(OC(=O)c1nsc(Cl)c1Cl)C(=O)NCc1ccc2c(c1)OCO2 (centres undefined)	9	103	-1.1	-2	-0.8	0.3	-1.1	5	-9	10	100
CCCCn1c(=O)c(C(=O)c2ccccc2)nc2ccccc21	-8	0	3.3	-12	-1.4	-0.3	-0.4	6	x	2	105
COc1ccc(C(=O)N2CCC(C(=O)c3c(C)cc(C)cc3C)CC2)cc1	9	-15	1.5	-6	-0.1	3.1	0.2	1	3	7	118
CCOc1ccc(Nc2cc(=O)n(C)c(=O)n2C)cc1	2	x	2.5	1	-1.4	1.6	-0.6	7	8	8	109
COCCn1c(SCC(=O)Nc2c(C)n(C)n(-c3ccccc3)c2=O)nnc1-c1ccncc1	-8	-4	3.9	-5	0.5	0.8	2.3	-2	-12	-17	96
Cc1ccc(S(=O)(=O)NC2CCCc3ccccc32)cc1C (centres undefined)	10	1	0.0	-7	17	-1.1	-0.2	-102	3	3	112
O=C(NCCCN1CCCC1=O)c1cccc(S(=O)(=O)N2CCCCC2)c1	6	0	1.9	-7	-3.8	2.6	1.9	15	13	0	x
c1ccc(CN2CCN(c3nc4ccccc4c4ccccc34)CC2)cc1	4	-1	1.9	-1	-0.7	-0.1	-1.1	4	0	22	111
CCOCCOc1nc2c(c(=O)n(C)c(=O)n2C)n1CCc1ccccc1	7	-7	2.2	-2	-0.9	-1.6	1.4	5	-20	2	104
CSc1ccc(-c2nc(CN(C)C3CCOC3)c(C)o2)cc1 (centres undefined)	-8	18	-1.9	-10	-1.8	6.3	1.0	9	8	2	107
COc1ccc(N2CCN(C(=N)/C(C(C)=O)=C(\C)O)CC2)cc1	-9	341	2.5	-8	-1.7	-0.5	0.6	8	2	9	102
CC1Sc2ccc(C(=O)N3CCCC(C(F)(F)F)C3)cc2NC1=O (centres undefined)	11	-5	3.3	3	1.6	3.5	-1.4	-10	x	-4	96
Cn1cccc1/C=N/N1CCN(c2ccccc2)CC1	-6	9	4.9	3	-3.1	5.0	-0.3	16	-14	3	101
CSC(=NNC(=O)c1ccc(O)cc1)SC	4	x	-1.0	3	-5.1	0.0	3.1	25	3	-13	102
CC(C)NC(=O)C1(c2ccccc2)CCOCC1	2	-14	2.6	3	-1.7	2.1	1.4	10	-8	26	104
Cc1cccnc1NC(=S)Nc1ccc(Br)cc1Cl	-7	x	3.8	-9	-0.2	-0.5	0.3	1	-37	22	100
CCN1C(=O)C(C)S/C1=N\S(=O)(=O)c1ccc(Cl)s1 (centres undefined)	2	67	-0.2	-15	-0.7	-2.1	-1.2	4	-17	-3	95
C[C@H]1[C@H]2c3nc4ccccc4n3C[C@H]1ON2C1CCCCC1	8	-10	2.9	-5	-2.1	3.9	1.5	12	-2	-2	106
Cn1ncc(Br)c1NC(=O)CSc1ccc(Cl)cc1	-1	19	0.0	-5	-0.6	-0.4	-0.5	3	-21	-3	x

Looked up above.
CCCCn1ccc(=O)c2c(C(F)(F)F)nccc21 @ Tat transport = -4
CSc1ccc(-c2nc(CN(C)C3CCOC3)c(C)o2)cc1 (centres undefined) @ PKA-R1A act = -10
Cc1ccc(S(=O)(=O)NC2CCCc3ccccc32)cc1C (centres undefined) @ PfHsp90 set2 = 3

(list continues)
SMILES	Tat transport	SUMO Mot1 rescue	phage Ecoli inh	PKA-R1A act	OPRM1-OPRD1 ag	AddAB inh	E coli growth	MOR-DOR inv ag	PfHsp90 set2	Arrestin-AP2 inh	Pemphigus Ab inh
O=C(CC1Nc2cccc3cccc(c23)NC1=O)Nc1ccccc1 (centres undefined)	0	-9	3.2	-2	16	0.2	-0.9	-110	-55	19	100
COc1ccc(S(=O)(=O)NCC(=O)N(CC(=O)NCc2ccco2)C2CCCC2)cc1	5	-8	1.0	-2	-2.7	1.1	-0.4	17	-13	1	95
O=C(COc1ccc(Cl)cc1Cl)Nn1c(=S)[nH]c2ncccc2c1=O	-1	-1	2.1	1	-1.8	0.5	-0.3	10	-35	-5	127
O=C(NC1CCCC1)C(c1ccncc1)N(C(=O)c1csnn1)c1cccc(F)c1 (centres undefined)	0	-3	-3.6	7	-0.9	1.8	-1.1	6	-33	3	100
Clc1ccc(-c2nc3ccccn3c2CN2CCOCC2)cc1	1	-28	1.2	-8	-2.5	1.5	0.8	13	x	-1	x
O=C(NCCCCCCNC(=O)c1ccccc1O)c1ccccc1O	21	-11	3.4	-1	-3.7	0.8	-0.5	17	0	7	102
Cc1cccc(NC(=O)CSc2nnc(-c3ccccc3C)o2)c1	3	x	3.2	0	2.5	x	x	-11	x	-13	108
CCc1ccccc1NC(=O)CN1CCN(CC(=O)NCc2ccc(Cl)cc2)CC1	-6	-3	0.6	9	0.0	-0.7	0.5	0	x	-10	105
CCCCSc1nnc(-c2ccccc2NC(C)=O)c(=O)[nH]1	2	-6	3.6	14	0.5	-2.8	-1.3	-3	-10	-10	101
Cn1c(O)c(N=NC(=O)Cn2c(C(F)(F)F)nc3ccccc32)c2ccccc21	-6	-9	2.4	-10	3.0	-1.3	-2.5	-15	-10	8	101
CCC(=O)Nc1cccc(C(=O)N(Cc2ccccc2)Cc2ccccc2)c1	10	15	-1.6	-12	-1.1	x	x	6	-12	12	109
Cc1cc(CN(C)Cc2c(C(=O)N3CCCCCCC3)nc3ccc(Cl)cn23)n[nH]1	0	-6	3.0	-5	1.0	2.6	-0.4	-7	-3	-5	103
Cc1ccc(O)c(C(=O)c2cnc(/N=C(\N)N(C)C)nc2)c1	-3	-4	0.3	1	-0.9	1.4	-1.9	5	17	-47	92
Cc1ccc(C)c(-n2[nH]c3c4c(ccc3c2=O)C(=O)c2ccccc2C4=O)c1	-1	-25	3.5	2	2.6	2.8	3.1	-14	12	-3	97
CSc1ncccc1C(=O)N1CCN(S(=O)(=O)c2ccc3ccccc3c2)CC1	1	-19	0.0	-3	-4.4	-0.4	-1.2	17	4	-8	93
COc1ccc2nc(Nc3nc(-c4ccncc4)cs3)sc2c1	-3	20	-0.3	5	-1.1	-2.4	-4.1	5	19	-12	102
CCOc1cc(C2Nc3ccccc3C(=O)N2c2ccccc2OC)ccc1O (centres undefined)	0	72	2.0	-9	-1.3	2.4	0.7	7	51	3	96
CC(=O)N1CC(=O)N(Cc2ccccc2)/C(=C/c2ccccc2)C1=O	9	-3	2.7	-9	-2.8	1.1	-0.3	16	8	7	100
CC(C)OCCCNC(=S)N1CCC(C(=O)c2ccc3c(c2)OCCO3)CC1	4	3	4.8	-11	-0.8	4.2	-0.8	4	-18	0	96
CN(C)S(=O)(=O)c1cccc(NC(=O)CSc2nc3ccccc3[nH]2)c1	-6	-3	3.4	10	-1.5	0.6	2.9	8	3	-3	104
O=[N+]([O-])c1cc(Oc2cccnc2)cc([N+](=O)[O-])c1	-5	25	-0.4	-3	6.7	2.3	1.7	-49	-1	31	94
CCn1nc(C(=O)NCc2ccco2)c(Cl)c1Cl	-6	7	5.0	2	-0.2	3.6	-1.2	1	-15	48	102
CN(C(=O)CSc1nnc(CNC(=O)c2ccccc2)o1)c1ccccc1	0	-3	-0.8	-5	1.1	-1.5	-1.4	-4	34	-7	106
COc1cccc(CN(C)C(=O)Cc2ccc(OC)c(S(=O)(=O)N3CCOCC3)c2)c1	0	3	1.3	-9	-1.6	3.3	0.2	11	-7	-4	102
CCc1ccc(CN(C)C(=O)c2cc(COc3ccc(OC)cc3Cl)on2)nc1	6	447	-0.2	6	-2.3	-0.3	-1.0	7	-28	6	110
COc1cc(N=Nc2c(C)n(C)n(-c3ccccc3)c2=O)ccc1N	-3	6	3.0	-8	-1.7	1.7	-1.6	8	2	14	x

Whole records, looked up by structure:
`CC(C)OCCCNC(=S)N1CCC(C(=O)c2ccc3c(c2)OCCO3)CC1` reads Tat transport: 4; SUMO Mot1 rescue: 3; phage Ecoli inh: 4.8; PKA-R1A act: -11; OPRM1-OPRD1 ag: -0.8; AddAB inh: 4.2; E coli growth: -0.8; MOR-DOR inv ag: 4; PfHsp90 set2: -18; Arrestin-AP2 inh: 0; Pemphigus Ab inh: 96
`CC(=O)N1CC(=O)N(Cc2ccccc2)/C(=C/c2ccccc2)C1=O` reads Tat transport: 9; SUMO Mot1 rescue: -3; phage Ecoli inh: 2.7; PKA-R1A act: -9; OPRM1-OPRD1 ag: -2.8; AddAB inh: 1.1; E coli growth: -0.3; MOR-DOR inv ag: 16; PfHsp90 set2: 8; Arrestin-AP2 inh: 7; Pemphigus Ab inh: 100
`O=C(NCCCCCCNC(=O)c1ccccc1O)c1ccccc1O` reads Tat transport: 21; SUMO Mot1 rescue: -11; phage Ecoli inh: 3.4; PKA-R1A act: -1; OPRM1-OPRD1 ag: -3.7; AddAB inh: 0.8; E coli growth: -0.5; MOR-DOR inv ag: 17; PfHsp90 set2: 0; Arrestin-AP2 inh: 7; Pemphigus Ab inh: 102
